Source: PubChem
OXTR potentiate = human OXTR potentiators, primary screen, fluorescence, CHO-OTR cells, Fluo-8 calcium; Oxytocin receptor (Homo sapiens), P30559; Fluo-8 calcium fluorescence, potentiator mode; 0% = oxytocin EC15, 100% = EC100; activation, % at 3 µM; 0.061% of 320,000 active;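 active = activation above that plate's cutoff, the mean activation of tested compounds plus 3 SD, cut at about 6.6% in these data, passing the limit was not always enough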;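 also: 100% uses oxytocin at 75 nM as the full agonist control; some results filed as inactive read as strong as hits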
Target sequence (P30559 whole entry, looked up): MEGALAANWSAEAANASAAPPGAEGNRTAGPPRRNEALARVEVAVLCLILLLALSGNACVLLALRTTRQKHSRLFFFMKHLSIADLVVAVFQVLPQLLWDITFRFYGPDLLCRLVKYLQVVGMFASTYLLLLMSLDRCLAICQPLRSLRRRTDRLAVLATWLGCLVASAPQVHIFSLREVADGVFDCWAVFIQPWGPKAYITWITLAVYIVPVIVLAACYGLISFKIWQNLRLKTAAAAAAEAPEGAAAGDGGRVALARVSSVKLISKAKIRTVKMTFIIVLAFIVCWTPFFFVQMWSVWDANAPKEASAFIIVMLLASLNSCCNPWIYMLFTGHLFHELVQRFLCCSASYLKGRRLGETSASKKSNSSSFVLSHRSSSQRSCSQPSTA
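test system = CHO-OTR cells, human receptor | compound = single-point 3.0 µM | schedule = 6 min compound pre-incubation at room temperature, 100 s kinetic read | signal = Fluo-8 no-wash calcium dye fluorescence, excitation 470-495 nm, emission 515-575 nm | repeats = single well per compound, singlicate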
CHO parental Ca = ATP-evoked calcium signal inhibitors, parental CHO, primary screen, counter-screen for OX1R antagonist project, cell-based, fluorescence, Fluo-8 calcium dye; inhibition, % at 5.6 µM; 0.63% of 330,000 active; parental CHO-K1, ATP-induced calcium, Fluo-8 fluorescence;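 active = inhibition above that plate's mean sample inhibition plus 3 SD, cut at about 26% in these data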;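 also: 0% = ATP-challenged DMSO wells and 100% = DMSO wells without ATP; some compounds past the cut are filed as inactive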
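Assay system – parental CHO cells · Reagent – ATP stimulus · Detection – intracellular calcium via Fluo-8 no-wash fluorescent dye · Evaluation – percent inhibition of ATP-evoked calcium rise, normalized to controls · Controls – ATP wells versus no-ATP DMSO wells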
CHRM1 agonist = human M1 muscarinic receptor agonists, primary screen, Fluo-8 calcium fluorescence, CHO-K1 cells, HTS; Muscarinic acetylcholine receptor M1 (Homo sapiens), P11229; CHO-K1 hM1, agonist mode; 0% DMSO, 100% acetylcholine EC100; activation, % at 3 µM; 0.33% of 360,000 active;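 active = activation above the run's mean compound activation plus 3 SD, cut at about 16% in these data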;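 also: peak over basal fluorescence ratio within a 140 s kinetic read after compound addition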
Target sequence (P11229 whole entry, looked up): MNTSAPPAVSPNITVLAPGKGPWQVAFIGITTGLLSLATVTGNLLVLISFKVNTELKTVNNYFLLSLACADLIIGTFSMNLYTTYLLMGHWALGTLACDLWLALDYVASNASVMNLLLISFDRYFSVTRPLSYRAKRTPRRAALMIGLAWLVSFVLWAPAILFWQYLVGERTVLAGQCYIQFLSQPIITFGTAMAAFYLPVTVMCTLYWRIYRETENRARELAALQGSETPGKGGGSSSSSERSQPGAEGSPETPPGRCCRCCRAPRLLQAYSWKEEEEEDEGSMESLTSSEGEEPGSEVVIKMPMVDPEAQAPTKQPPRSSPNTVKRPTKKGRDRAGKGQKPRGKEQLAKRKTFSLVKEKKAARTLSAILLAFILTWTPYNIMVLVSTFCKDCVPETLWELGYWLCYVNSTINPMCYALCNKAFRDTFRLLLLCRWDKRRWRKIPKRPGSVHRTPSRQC
M4 ag = human M4 muscarinic receptor agonists, primary screen, CHO-K1 cells, Fluo-8 calcium fluorescence. Muscarinic acetylcholine receptor M4 (Homo sapiens), P08173. CHO-K1 hM4/Gqi5; vehicle 0%, full acetylcholine response 100%. activation, % at 3 µM. 0.14% of 360,000 active. AID 624127, 2012;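 active = activation above the run mean over all test wells plus 3 SD, cut at about 32% in these data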;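 also: peak over basal fluorescence ratio per well then scaled between controls; 0% = DMSO wells and 100% = acetylcholine at EC100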
M1 antag = human M1 muscarinic receptor antagonists, primary screen, CHO-K1 cells, Fluo-8 calcium fluorescence, 1536-well; 1.3% of 360,000 active; inhibition, % at 3 µM; CHO-K1 hM1, ACh EC80 antagonist;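 active = percent inhibition above its own plate's cutoff, namely the mean of that plate's compound wells plus 3 SD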;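 also: peak over basal fluorescence ratio during 140 s after agonist addition; 0% = ACh EC80 plus DMSO and 100% = DMSO alone without agonist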
CHO-K1 Ca ag = counter-screen for M1 agonists: effect in parental CHO-K1 cells | 0.48% of 360,000 active | activation, % at 3 µM | AID 602248, 2012 | Fluo-8 calcium fluorescence; scaled to maximal ATP response, vehicle zero; in the data active = activation above about 15%;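 also: untransfected CHO-K1 host cells lacking M1 receptor as counterscreen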
CHRM4 antagonist = human M4 muscarinic receptor antagonists, primary screen, CHO cells, Fluo-8 calcium fluorescence | Muscarinic acetylcholine receptor M4 (Homo sapiens), P08173 | CHO-hM4 cells, ACh EC80 | inhibition, % at 3 µM | 0.73% of 360,000 active | AID 624125, 2012;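 active = inhibition above its plate's cutoff, the mean inhibition of sample wells plus 3 SD, cut at about 27% in these data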;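 also: 0% = acetylcholine EC80 with DMSO and 100% = DMSO without agonist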
CHO-K1 Ca antag = nonselective inhibitor or artifact in parental CHO-K1 cells. ATP-induced calcium, Fluo-8 fluorescence. inhibition, % at 3 µM. 0.6% of 360,000 active. AID 602250;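 active = inhibition above a per-plate cutoff, the plate's mean sample inhibition plus 3 SD, cut at about 24% in these data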;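 also: 0% = DMSO plus EC80 ATP and 100% = DMSO alone without ATP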
M1 PAM = human M1 muscarinic receptor positive allosteric modulators, primary screen, CHO-K1 cells, Fluo-8 calcium fluorescence, 1536-well; 0.088% of 360,000 active; AID 588819, 2011; activation, % at 3 µM; CHO-K1 hM1, ACh EC20; 0% = ACh EC20, 100% = maximal ACh; in the data active = activation above about 19%, passing the limit was not always enough
* marks the source's active call; other numbers are inactive results; . = not tested or not shown.

SMILES	OXTR potentiate	CHO parental Ca	CHRM1 agonist	M4 ag	M1 antag	CHO-K1 Ca ag	CHRM4 antagonist	CHO-K1 Ca antag	M1 PAM
CCOP(=O)(O)c1ccccc1OCCOCCOc1ccccc1P(=O)(O)OCC	-4	-1	-4	0	-2	-0.2	1	-5	-2
O=C(NCc1ccccc1)C1CC(=O)N(C2CCCCC2)C1 (stereo unspecified)	-6	2	-1	1	-10	0.0	-4	-1	3
O=C(c1cccc2ccccc12)C1CCCN(C(=O)c2ccc(N3CCOCC3)cc2)C1 (stereo unspecified)	-12	-14	-8	6	-5	3.4	-3	-6	0
COc1ccccc1CNC(=O)Cc1cc(=O)[nH]c(=O)[nH]1	-3	-3	-1	18	-4	4.1	-15	-3	-1
CCN(CC)S(=O)(=O)c1cc(NC(=O)Cc2ccsc2)ccc1C	-10	-15	-5	7	-13	3.2	-15	-7	5
Cc1cn([C@H]2C[C@H](O)[C@@H](CNCc3cnc(N4CCOCC4)s3)O2)c(=O)[nH]c1=O	.	.	-10	1	-13	1.2	-6	-12	4
O=S(=O)(c1cccc(-c2nc3ccccc3s2)c1)N1CCCC1	-3	-25	-5	-2	-3	0.3	-1	-17	1
c1cncc(-c2csc(NCc3ccco3)n2)c1	-6	-13	0	0	1	-0.2	8	-15	1
CCCCOC(=O)n1ccc(C(=O)Nc2ccccc2OC)n1	-3	-14	0	0	-2	-0.5	-15	-11	4
COc1cccc(C2(C)NC(=O)N(CC(=O)c3cc(C)n(C4CC4)c3C)C2=O)c1 (stereo unspecified)	-8	-10	3	3	-5	2.5	-21	-10	3

3 compounds from above, sorted by the number in M1 antag, falling:
compound | M1 antag
CCOP(=O)(O)c1ccccc1OCCOCCOc1ccccc1P(=O)(O)OCC | -2
O=S(=O)(c1cccc(-c2nc3ccccc3s2)c1)N1CCCC1 | -3
COc1cccc(C2(C)NC(=O)N(CC(=O)c3cc(C)n(C4CC4)c3C)C2=O)c1 (stereo unspecified) | -5

More entries
SMILES	OXTR potentiate	CHO parental Ca	CHRM1 agonist	M4 ag	M1 antag	CHO-K1 Ca ag	CHRM4 antagonist	CHO-K1 Ca antag	M1 PAM
CC(NC(=O)CCCc1nnc2n(C)c(=O)c3sccc3n12)c1ccccc1 (stereo unspecified)	-17	5	-4	2	-10	1.4	1	-10	12
COc1ccccc1C(=O)N1CCN(Cc2cccnc2)CC1	-13	4	-8	0	-17	1.7	-2	-8	12
C=CCNC(=O)C12CCC(C)(C(=O)C1Br)C2(C)C (stereo unspecified)	-8	-7	-5	0	-2	5.4	6	-1	8
CCCCNC(=O)CSc1nc2ccc(C)cc2[nH]1	-12	-13	-1	1	1	0.0	-1	-14	3
COC(=O)c1ccc(Cn2cc(C(F)(F)F)cc([N+](=O)[O-])c2=O)cc1	-6	-7	-9	1	-14	0.3	-4	-1	15
CC(C)CNC1CS(=O)(=O)CC1O (stereo unspecified)	0	-3	-1	0	-15	-0.1	-2	2	17
COc1ccc(C(CNC(=O)COc2ccccc2C#N)N2CCOCC2)cc1 (stereo unspecified)	-5	-7	-4	1	2	0.1	-8	-1	-2
COc1ccc(C(=O)NCCc2ccccc2)cc1[N+](=O)[O-]	-16	-8	-2	2	-11	0.4	-7	-3	7
Cc1nc(SCCOc2ccccc2)[nH]c(=O)c1Cc1ccccc1	-5	-4	-6	0	-3	0.6	3	-6	4
CN1CCN(C(=O)C2=C[C@@H](C3CC3)C[C@@H](OCc3ccc(CO)cc3)O2)CC1	-8	-7	-4	-1	1	0.6	3	-12	2

3 entries out of the list, ordered by formula weight, rising.
SMILES	OXTR potentiate	CHO parental Ca	CHRM1 agonist	M4 ag	M1 antag	CHO-K1 Ca ag	CHRM4 antagonist	CHO-K1 Ca antag	M1 PAM
CC(C)CNC1CS(=O)(=O)CC1O (stereo unspecified)	0	-3	-1	0	-15	-0.1	-2	2	17
COc1ccc(C(=O)NCCc2ccccc2)cc1[N+](=O)[O-]	-16	-8	-2	2	-11	0.4	-7	-3	7
CN1CCN(C(=O)C2=C[C@@H](C3CC3)C[C@@H](OCc3ccc(CO)cc3)O2)CC1	-8	-7	-4	-1	1	0.6	3	-12	2

Following part:
SMILES	OXTR potentiate	CHO parental Ca	CHRM1 agonist	M4 ag	M1 antag	CHO-K1 Ca ag	CHRM4 antagonist	CHO-K1 Ca antag	M1 PAM
CC(=O)NC12CC3CC(C1)CC(C(=O)OCC(=O)Nc1ncc(Cl)cc1Cl)(C3)C2	-2	-2	-2	1	-7	0.5	1	-16	10
O=C1CC(SCCc2nc3ccccc3[nH]2)C(=O)N1c1ccc(F)c(Cl)c1 (stereo unspecified)	-8	-21	-2	2	-9	0.9	13	-1	7
CCOc1ccc(C(=O)NCC(=O)N2CCCC2)cc1	0	-3	-2	3	-4	-0.6	-10	1	1
COc1ccc(C)cc1NC(=O)C1CCCCN1S(=O)(=O)c1ccccc1 (stereo unspecified)	2	-28	-4	-1	-3	0.4	-3	-18	2
CC(C)c1ccc(C(=O)NCc2ccc(Cl)cc2)cc1	-2	2	-7	-1	6	0.2	2	7	-9
CC1(C(=O)NS(=O)(=O)c2cccs2)CCN1C(=O)Cc1ccccc1 (stereo unspecified)	.	.	5	1	6	-0.2	-16	20	10
COc1ccccc1N1CCN(C(=O)CCc2nnc3ccc(N4CCCC4)nn23)CC1	-10	-8	-10	17	15	5.2	9	-3	-19
CC(=O)Nc1ccc(S(=O)(=O)N(C)c2ccc(O)cc2)cc1	-2	5	-1	3	-11	1.9	-9	-10	4
COc1ccc(S(=O)(=O)NC(C)c2ccc3c(c2)OCCO3)cc1 (stereo unspecified)	.	.	1	3	-16	2.0	-14	-14	3
O=C(CSc1nnc(-c2ccc([N+](=O)[O-])cc2)o1)Nc1ccccn1	-9	-9	-10	1	-3	0.2	3	-10	2
CCN(CC(=O)NCc1cccs1)C(=O)c1ccc(S(=O)(=O)N(CC)c2ccccc2)cc1	-5	-22	-5	10	11	4.0	-3	-14	-9
Cc1cccc(C(=O)NNC(=O)c2ccc(Br)cc2)c1	-9	-4	-2	2	2	0.8	-4	-9	0
CCOc1cc(C(=O)NCc2ccco2)cc(OCC)c1OCC	3	-7	-3	1	-17	0.8	-16	-5	11
Cc1ccccc1NC(=O)c1cccc(S(C)(=O)=O)c1	-4	-10	-5	2	-9	1.0	-2	-4	15
CCC(C)c1ccccc1NS(=O)(=O)c1cnn(CC)c1 (stereo unspecified)	1	-7	3	1	-15	1.5	4	-5	9
CC1(C(=O)NS(=O)(=O)c2ccc(Cl)cc2)CCN1C(=O)c1cccc(F)c1 (stereo unspecified)	.	.	-2	1	-15	0.0	0	-6	6
COc1nc(-c2ccccc2)ccc1-c1noc(C)n1	-10	-7	-5	-1	3	0.0	1	28*	6
COc1ccc(CC(=O)N/N=C(\C)CC(=O)Nc2ccc3c(c2)OCCO3)cc1	-10	-12	-6	3	-14	0.9	-19	-13	8
Nc1c(C(=O)NCc2ccccc2)c2nc3ccccc3nc2n1CCCN1CCOCC1	-16	-5	-9	8	12	1.6	6	4	-9
Cc1nc2ncccn2c1-c1csc(Nc2ccccc2)n1	-1	-8	-5	15	19	6.8	2	1	-13
COc1cccc(/C=N/NC(=S)Nc2cccc(C(=O)O)c2)c1	-11	3	-6	0	-7	-0.5	11	-5	5
C[C@H]1CN([C@@H](C)CO)C(=O)c2cccc(NC(=O)c3ccncc3)c2O[C@H]1CN(C)C(=O)Nc1ccccc1	1	-5	-4	2	-19	0.3	-8	-21	10
Cc1sc(NC(=O)CSc2nnnn2C2CCCCC2)c(C#N)c1C	-8	-5	-2	1	-8	0.2	-2	-2	5
CCOc1c2ccc(C(=O)NCc3ccc(C)cc3)cc2nn1CCOC	-2	-8	-2	1	-6	0.0	-21	13	4
COc1c2c(c3c(c1OC)c(=O)c1ccccc1n3C)OCO2	.	.	-4	2	-5	-0.7	8	-8	1
CCn1c(NC(=O)Nc2ccccc2OC)nc2ccccc21	-2	13	-2	11	16	4.1	8	11	-4
O=C1Nc2ccccc2Nc2ccc([N+](=O)[O-])cc21	-3	10	-7	4	-4	1.9	-2	-6	6
CN1CCN(c2ccc([N+](=O)[O-])cc2C(=O)c2ccccc2)CC1	-7	-12	-13	2	26	2.4	-1	-4	-25
Cc1cc(NC(=O)CSC2=NCCS2)no1	-11	8	-3	0	-2	0.2	6	-8	5
CCCC(=O)Nc1ccc(C(=O)NNC(=O)c2ccco2)cc1	0	0	0	0	0	0.5	-8	5	2
Nc1nonc1C(=O)OCC(=O)c1ccc(Cl)cc1	2	-7	-6	0	-8	-0.1	4	-6	9
CN(Cc1cccc2cnccc12)C(=O)c1cc(COc2ccc(F)cc2F)on1	.	.	-2	17	15	11	3	10	-8
COC(=O)c1ccc(CSc2nc3ccccc3c(=O)n2CC(C)C)o1	-9	-33	-5	0	18	0.0	4	5	-10
CC(C)c1ccc(NC(=O)N2CCCC2C(=O)Nc2ccc(-n3cnnn3)cc2)cc1 (stereo unspecified)	-3	-19	-3	2	-10	-0.3	-6	1	11
COc1ccc(C(=O)CN2C(=O)NC3(CCCc4ccccc43)C2=O)cc1 (stereo unspecified)	1	-23	0	9	-16	2.9	-26	-1	11
COc1ccccc1Nc1nc(-c2sc(NC(=O)C(C)(C)C)nc2C)cs1	-6	-13	-4	5	10	0.1	18	1	-5
Cc1nn(-c2nc3ccccc3[nH]2)c(N)c1-c1ccc(Cl)cc1	-7	-15	1	3	7	0.6	-3	-16	0
Cn1c(CNC(=O)c2ccco2)nnc1SCC(=O)Nc1c(F)cc(F)cc1Br	-9	4	-4	2	8	0.1	-1	-7	-2
CCCCOC(=O)c1ccc(NC(=O)c2cnc3n(c2=O)CCS3)cc1	-16	-9	2	4	-5	0.8	0	13	1
CCN(CC)C1CCN(C(=O)c2ccc3nc(Cc4ccc(OC)cc4)oc3c2)C1 (stereo unspecified)	.	.	-6	0	-2	0.2	2	-4	0
COc1ccccc1C1CCN(c2cc(O)ccc2[N+](=O)[O-])CC1	-14	-7	-2	7	6	6.2	-8	0	-7
COc1ccc(CCn2c(-c3cccc([N+](=O)[O-])c3)nc3nc4ccccc4nc32)cc1OC	-8	-13	-3	2	-4	0.6	-14	-8	4
COc1ccc(CC(=O)Nc2ccc(OC(C)=O)cc2C(=O)O)cc1	-11	4	0	3	7	-0.2	7	3	0
Cc1ccc2c(c1)N(C(=O)CCC(=O)NCc1ccccc1)CC(C)O2 (stereo unspecified)	-12	-10	-4	1	-12	0.5	0	4	5
CCOc1cc(N2CCOCC2)c(OCC)cc1NS(=O)(=O)c1ccc(Cl)s1	-9	-14	1	0	-33	-0.7	-5	3	19
CCCCC(=O)Nc1ccc(NC(=S)NC(=O)c2ccco2)cc1OC	-6	-20	-1	0	-28	2.0	5	-2	16
